3CLpro inhibitor: SARS-CoV 3CLpro protease inhibition. P0C6X7. recombinant SARS-CoV 3CLpro, quenched FRET peptide cleavage. inhibition, % at 6 µM. 0.14% of 290,000 active. AID 1706; in the data active means inhibition above about 12%
Anthrax LF inh2: inhibitors of Bacillus anthracis lethal factor protease; multiplex microsphere protease cleavage assay, LF; inhibition, % at 10 µM; 0.12% of 360,000 active; AID 588501; further: plate controls were buffer without enzyme for full effect and enzyme alone for no effect
MazF activator: activators of E. coli MazEF toxin-antitoxin RNase; P0AE70; FAM/BHQ RNA-DNA oligo cleavage fluorescence, 5 h; activation, % at 20 µM; 0.32% of 350,000 active; in the data active means activation above about 50%
Target sequence (P0AE70 whole entry, looked up): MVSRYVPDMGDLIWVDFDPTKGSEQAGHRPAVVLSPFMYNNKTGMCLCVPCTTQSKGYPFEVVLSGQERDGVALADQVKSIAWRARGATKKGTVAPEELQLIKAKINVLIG
CCHFV vOTU inh: blocks the CCHF virus ovarian tumor domain protease; inhibition, % at 11.5 µM; AID 651958; 0.55% of 370,000 active; CCHFV vOTU protease, Pep-AMC fluorescence; in the data active means inhibition above about 30%; further: 0% = vehicle wells with enzyme and 100% = no enzyme wells
Rv3671c protease: inhibits the M. tuberculosis serine protease Rv3671c. inhibition, % at 5.96 µM. 0.048% of 320,000 active. AID 2606. P9WHR9; in the data active means inhibition above about 38%;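 further: extracellular domain of Rv3671c used as enzyme; 0% = enzyme with DMSO and 100% = no enzyme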
Target sequence (P9WHR9 whole entry, looked up, the tested form may be a part): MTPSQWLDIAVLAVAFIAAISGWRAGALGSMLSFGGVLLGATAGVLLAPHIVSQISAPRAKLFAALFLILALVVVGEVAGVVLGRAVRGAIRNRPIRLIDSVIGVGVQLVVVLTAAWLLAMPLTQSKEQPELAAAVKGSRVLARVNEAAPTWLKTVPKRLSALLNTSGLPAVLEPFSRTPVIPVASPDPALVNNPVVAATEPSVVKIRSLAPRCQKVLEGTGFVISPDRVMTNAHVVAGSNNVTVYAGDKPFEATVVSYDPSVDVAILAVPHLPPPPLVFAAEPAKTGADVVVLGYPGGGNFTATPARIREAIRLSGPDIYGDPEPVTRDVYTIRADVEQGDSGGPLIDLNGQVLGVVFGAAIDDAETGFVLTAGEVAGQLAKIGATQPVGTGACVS
DUSP3 inh: inhibitors of human VHR1 phosphatase (DUSP3); P51452; recombinant VHR phosphatase, pNPP absorbance; inhibition, % at 13.3 µM; 0.52% of 290,000 active; in the data active means inhibition above about 50%; further: some compounds called inactive have numbers as strong as hits
Target sequence (P51452 whole entry, looked up): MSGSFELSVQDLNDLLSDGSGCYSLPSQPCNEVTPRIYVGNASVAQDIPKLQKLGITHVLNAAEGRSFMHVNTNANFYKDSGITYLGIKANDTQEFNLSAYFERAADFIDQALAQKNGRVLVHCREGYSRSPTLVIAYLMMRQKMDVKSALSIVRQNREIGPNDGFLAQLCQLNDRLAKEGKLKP
BoNT-F LC inh: BoNT F light chain protease inhibition; Multiplex microsphere protease cleavage assay, flow cytometry; inhibition, % at 10 µM; 0.22% of 360,000 active; in the data active means inhibition above about 35%, passing the limit was not always enough; inconclusive means no clear call, values can overlap the other calls; further: plate controls were buffer without enzyme for full effect and enzyme alone for no effect
SSB-PriA inh: K. pneumoniae PriA-SSBct interaction inhibition | AlphaScreen SSBct-PriA binding, biotinylated peptide | inhibition, % at 33 µM | 0.6% of 430,000 active; in the data active means inhibition mostly above about 37%, no sharp cut-off; inactive means mostly below about 20%;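 further: plate controls were negative control peptide for no effect and reference peptide for full effect; strong numbers were not always called active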
PrPC surface inh: inhibitors of human cell surface prion protein PrPC | P04156 | TR-FRET read-out | inhibition, % at 13.8 µM | 0.43% of 370,000 active | AID 720596; in the data active means inhibition above about 24%; further: 0% = median of the test wells and 100% = reference compound wells
BoNT A protease: inhibitors of Botulinum neurotoxin A light chain protease; inhibition, % at 10 µM; multiplex microsphere protease substrate cleavage, flow cytometry; 0.17% of 360,000 active; AID 588499; further: plate controls were buffer without enzyme for full effect and enzyme alone for no effect
Starred values were filed as active, the others as inactive; & = joins results of further samples. Unless noted, no stated cut-off is given here; in the data, active means inhibition above about 30%; inconclusive means no clear call, values can overlap the other calls; inactive means below that. Not all compounds are listed; the hit share may differ from the screen's.

Results for CCOC(=O)C(CCCCC(NC(C)=O)(C(=O)OCC)C(=O)OCC)(NC(C)=O)C(=O)OCC ?
3CLpro inhibitor: 3; Anthrax LF inh2: 1; MazF activator: 6; CCHFV vOTU inh: -10; Rv3671c protease: -1; DUSP3 inh: -2; BoNT-F LC inh: inconclusive; SSB-PriA inh: 0; PrPC surface inh: 0; BoNT A protease: 1.2

What do the screens show for `C[C@H](CO)N1C[C@H](C)[C@@H](CN(C)S(=O)(=O)c2ccc(F)cc2)Oc2ccc(NS(=O)(=O)c3ccc(F)cc3)cc2C1=O`?
Anthrax LF inh2: -10; MazF activator: -6; CCHFV vOTU inh: -6; Rv3671c protease: 0; BoNT-F LC inh: 4; SSB-PriA inh: 8; PrPC surface inh: -4; BoNT A protease: 0.0

How did CCCSP1(=S)NCCCO1 (configuration not stated) do in these assays?
3CLpro inhibitor: -4; Anthrax LF inh2: 0; MazF activator: -2; CCHFV vOTU inh: 13; Rv3671c protease: -1; DUSP3 inh: 6; BoNT-F LC inh: -11; SSB-PriA inh: -14; PrPC surface inh: 4; BoNT A protease: -0.3

Results for Cn1c(CCN2CCCCC2)nc2cc(NC(=O)NC3CCCCC3)ccc21 ?
Anthrax LF inh2: -7; MazF activator: -12; CCHFV vOTU inh: 11; Rv3671c protease: -3; DUSP3 inh: -2; BoNT-F LC inh: 18; SSB-PriA inh: 7; PrPC surface inh: 3; BoNT A protease: 0.7

What do the screens show for `Cc1cc(C)nc(N2Cc3ccccc3C2=N)n1`?
3CLpro inhibitor: 0; Anthrax LF inh2: -10; MazF activator: 12; CCHFV vOTU inh: -9; Rv3671c protease: -1; DUSP3 inh: 20; BoNT-F LC inh: 4; SSB-PriA inh: 7; PrPC surface inh: -4; BoNT A protease: 0.7

How did COc1ccc(OC)c(S(=O)(=O)Nc2ccc(OCC(=O)O)cc2)c1 do in these assays?
3CLpro inhibitor: -4; Anthrax LF inh2: -16; MazF activator: 8; CCHFV vOTU inh: -7; Rv3671c protease: -1; DUSP3 inh: 25; BoNT-F LC inh: 1; SSB-PriA inh: 2; PrPC surface inh: 0; BoNT A protease: -1.1

What do the screens show for `CC(C)(C)NC(=O)Cn1nnc(-c2ccccc2NC(=O)c2ccco2)n1`?
3CLpro inhibitor: 1; Anthrax LF inh2: -3; MazF activator: 6; CCHFV vOTU inh: 1; Rv3671c protease: -1; BoNT-F LC inh: -6; SSB-PriA inh: -16; PrPC surface inh: 7; BoNT A protease: -0.2

How did Cn1cc(NC(=O)OCc2ccc(Cl)cc2)c(C(F)(F)F)n1 do in these assays?
3CLpro inhibitor: 0; Anthrax LF inh2: -5; MazF activator: -3; CCHFV vOTU inh: 14; Rv3671c protease: -3; DUSP3 inh: 13; BoNT-F LC inh: -1; SSB-PriA inh: -12; PrPC surface inh: 10; BoNT A protease: -1.2

What do the screens show for `CC(C)c1ccccc1NC(=O)CNC(C)c1ccc(F)cc1` (configuration not stated)?
3CLpro inhibitor: 5; Anthrax LF inh2: -1; MazF activator: 10; CCHFV vOTU inh: 18; Rv3671c protease: -3; DUSP3 inh: 17; BoNT-F LC inh: -7; SSB-PriA inh: -8; PrPC surface inh: -4; BoNT A protease: -0.7

What do the screens show for `O=C1CCCc2c1[nH]c1c(Br)cccc21`?
3CLpro inhibitor: -4; Anthrax LF inh2: -1; MazF activator: 8; CCHFV vOTU inh: 12; Rv3671c protease: 0; DUSP3 inh: 15; BoNT-F LC inh: -6; SSB-PriA inh: -21; PrPC surface inh: 6; BoNT A protease: -0.1

What do the screens show for `N=c1c(C(=O)NCc2ccccc2)cc2c(=O)n3ccccc3nc2n1CCCN1CCOCC1`?
Anthrax LF inh2: -2; MazF activator: 16; CCHFV vOTU inh: -57; Rv3671c protease: 2; DUSP3 inh: 39; BoNT-F LC inh: -7; SSB-PriA inh: 5; PrPC surface inh: -30; BoNT A protease: 4.1

How did Cc1cc(/C=C2\C(=O)NC(=O)N(c3cccc(Br)c3)C2=O)c(C)n1C do in these assays?
3CLpro inhibitor: 0; Anthrax LF inh2: 0; MazF activator: 230*; CCHFV vOTU inh: 11; Rv3671c protease: -11; DUSP3 inh: -4; BoNT-F LC inh: -2; SSB-PriA inh: -18; PrPC surface inh: 5; BoNT A protease: 0.3

Results for Cc1cccc(N2CCN(S(=O)(=O)c3cc4c(cc3Cl)NC(=O)CO4)CC2)c1C ?
3CLpro inhibitor: 1; Anthrax LF inh2: -4; MazF activator: -10; CCHFV vOTU inh: -1; Rv3671c protease: -4; DUSP3 inh: -14; BoNT-F LC inh: 2; SSB-PriA inh: -3; PrPC surface inh: -8; BoNT A protease: 0.3

What do the screens show for `Cc1ccc(S(=O)(=O)NCc2ccccc2)cc1C(=O)N(C)Cc1ccc(F)cc1`?
3CLpro inhibitor: -1; Anthrax LF inh2: -4; MazF activator: -6; CCHFV vOTU inh: -2; Rv3671c protease: -3; DUSP3 inh: 19; BoNT-F LC inh: -8; SSB-PriA inh: -4; PrPC surface inh: -1; BoNT A protease: -4.0

What do the screens show for `C=CCn1cc(Cl)c(=O)n(CC=C)c1=O`?
3CLpro inhibitor: 8; Anthrax LF inh2: 0; MazF activator: 8; CCHFV vOTU inh: 9; Rv3671c protease: 5; DUSP3 inh: 48; BoNT-F LC inh: 0; SSB-PriA inh: -4; PrPC surface inh: 8; BoNT A protease: 0.2

What do the screens show for `Nc1cc(=O)[nH]c(SCC(=O)Nc2cccc(Cl)c2)n1`?
3CLpro inhibitor: 0; Anthrax LF inh2: -1; MazF activator: 3; CCHFV vOTU inh: -8; Rv3671c protease: -9; DUSP3 inh: 16; BoNT-F LC inh: -3; SSB-PriA inh: -6; PrPC surface inh: 2; BoNT A protease: -2.3

What do the screens show for `O=C(CCN1C(=O)/C(=C/c2ccccc2)SC1=S)NCCCN1CCOCC1`?
3CLpro inhibitor: -4; Anthrax LF inh2: 1; MazF activator: 5; CCHFV vOTU inh: 4; Rv3671c protease: -23; DUSP3 inh: 28; BoNT-F LC inh: 9; SSB-PriA inh: -8; PrPC surface inh: -4; BoNT A protease: 0.5

What do the screens show for `COc1ccc(NS(=O)(=O)c2cc(NC(=O)CC(C)(C)C)ccc2N2CCCC2)cc1`?
Anthrax LF inh2: 6; MazF activator: -11; CCHFV vOTU inh: 4; Rv3671c protease: 0; BoNT-F LC inh: 1; SSB-PriA inh: 6; PrPC surface inh: -1; BoNT A protease: 2.8

How did CCC(=O)Nc1cc(C)c(NC(=O)CCc2ccccc2)cn1 do in these assays?
3CLpro inhibitor: -2; Anthrax LF inh2: -1; MazF activator: 12; CCHFV vOTU inh: 2; Rv3671c protease: -4; DUSP3 inh: 2; BoNT-F LC inh: -3; SSB-PriA inh: -21; PrPC surface inh: 8; BoNT A protease: 1.0

What do the screens show for `Cc1ccc(NC(=S)NNc2ncc(C(F)(F)F)cc2Cl)c(C)c1`?
3CLpro inhibitor: 5; Anthrax LF inh2: -5; MazF activator: -5; CCHFV vOTU inh: 8; Rv3671c protease: 7; DUSP3 inh: 27; BoNT-F LC inh: -18; SSB-PriA inh: -7; PrPC surface inh: 3; BoNT A protease: -0.4

How did COC(=O)C1=C(c2c(C)noc2C)C[C@@H]2CC[C@H]1N2C(=O)NCCO do in these assays?
Anthrax LF inh2: 0; MazF activator: 5; Rv3671c protease: 0; BoNT-F LC inh: -5; SSB-PriA inh: 4; BoNT A protease: -0.1

How did N#C/C(=N\Nc1ccc(Cl)cc1)C(=O)c1ccccc1 do in these assays?
3CLpro inhibitor: 5; Anthrax LF inh2: 4; MazF activator: -18; CCHFV vOTU inh: 4; Rv3671c protease: 1; DUSP3 inh: 3; BoNT-F LC inh: 6; PrPC surface inh: 7; BoNT A protease: -0.6

How did COC(=O)c1cc(S(=O)(=O)N2CCN(c3cccc(C)c3C)CC2)c[nH]1 do in these assays?
3CLpro inhibitor: 5; Anthrax LF inh2: 0; MazF activator: 10; CCHFV vOTU inh: 4; Rv3671c protease: -4; DUSP3 inh: 9; BoNT-F LC inh: -5; SSB-PriA inh: -1; PrPC surface inh: 1; BoNT A protease: -0.4

Results for CCC[C@H]1CN(c2ccccc2)C(=O)[C@@H]1CC(=O)NC ?
Anthrax LF inh2: -4; MazF activator: -6; CCHFV vOTU inh: 2; BoNT-F LC inh: -2; PrPC surface inh: -7; BoNT A protease: 0.0

How did Cc1cc(NC(=O)CS(=O)(=O)c2cn(Cc3cccc(F)c3)c3ccccc23)no1 do in these assays?
3CLpro inhibitor: 1; Anthrax LF inh2: 0; MazF activator: 6; CCHFV vOTU inh: 8; Rv3671c protease: -15; DUSP3 inh: 26; BoNT-F LC inh: -11; SSB-PriA inh: 1; PrPC surface inh: 2; BoNT A protease: -0.9

What do the screens show for `Cc1cc(C)nc(NS(=O)(=O)c2ccc(NC(=O)c3cc(=O)c4ccccc4o3)cc2)n1`?
3CLpro inhibitor: 0; Anthrax LF inh2: -4; MazF activator: 7; CCHFV vOTU inh: 12; Rv3671c protease: 1; DUSP3 inh: -4; BoNT-F LC inh: 3; SSB-PriA inh: -13&-12; PrPC surface inh: -28; BoNT A protease: 2.7

Results for CCC(SCC(=O)OC)C(=O)Nc1nnc(C(C)C)s1 (configuration not stated) ?
3CLpro inhibitor: 1; Anthrax LF inh2: -8; MazF activator: -4; CCHFV vOTU inh: 1; Rv3671c protease: 6; DUSP3 inh: 34; BoNT-F LC inh: 1; SSB-PriA inh: -7; PrPC surface inh: -1; BoNT A protease: -0.3

How did Cc1c(OCC(=O)NC(Cc2ccc(Cl)cc2)C(=O)O)ccc2c(-c3ccccc3)cc(=O)oc12 (configuration not stated) do in these assays?
3CLpro inhibitor: 9; Anthrax LF inh2: 9; MazF activator: 0; CCHFV vOTU inh: 6; Rv3671c protease: -17; DUSP3 inh: 16; BoNT-F LC inh: -1; SSB-PriA inh: -3; PrPC surface inh: 6; BoNT A protease: 0.0

Results for O=C(Nc1ccc(Cl)cc1)C1C2C=CC3(O2)C1C(=O)N(CCCN1CCCCC1)C3C(=O)NC1CCCCC1 (configuration not stated) ?
3CLpro inhibitor: -1; Anthrax LF inh2: 10; MazF activator: 15; CCHFV vOTU inh: 4; Rv3671c protease: -2; DUSP3 inh: 30; BoNT-F LC inh: 18; SSB-PriA inh: -2; PrPC surface inh: 0; BoNT A protease: 4.1

What do the screens show for `O=C(N/N=C/c1ccncc1)c1ccncc1`?
Anthrax LF inh2: -3; MazF activator: -2; CCHFV vOTU inh: -17; BoNT-F LC inh: -8; PrPC surface inh: -3; BoNT A protease: -0.3

How did Cc1cccc2c1N(N=O)CCC2 do in these assays?
3CLpro inhibitor: 3; Anthrax LF inh2: -1; MazF activator: 6; CCHFV vOTU inh: -22; Rv3671c protease: -1; DUSP3 inh: 2; BoNT-F LC inh: -28; SSB-PriA inh: 4; PrPC surface inh: 5; BoNT A protease: -1.7

How did COc1ccc(Cl)cc1N1C(=NC(=O)C2CCCCC2)SC2CS(=O)(=O)CC21 (configuration not stated) do in these assays?
3CLpro inhibitor: 4; Anthrax LF inh2: -1; MazF activator: 0; CCHFV vOTU inh: 4; Rv3671c protease: 1; DUSP3 inh: 2; BoNT-F LC inh: -6; SSB-PriA inh: 0; PrPC surface inh: -5; BoNT A protease: -0.5

Two successive compounds already listed, for reference:
How did COC(=O)C1=C(c2c(C)noc2C)C[C@@H]2CC[C@H]1N2C(=O)NCCO do in these assays?
Anthrax LF inh2: 0; MazF activator: 5; Rv3671c protease: 0; BoNT-F LC inh: -5; SSB-PriA inh: 4; BoNT A protease: -0.1

How did N#C/C(=N\Nc1ccc(Cl)cc1)C(=O)c1ccccc1 do in these assays?
3CLpro inhibitor: 5; Anthrax LF inh2: 4; MazF activator: -18; CCHFV vOTU inh: 4; Rv3671c protease: 1; DUSP3 inh: 3; BoNT-F LC inh: 6; PrPC surface inh: 7; BoNT A protease: -0.6
